Mtb BioA inh: M. tuberculosis BioA enzyme inhibitors, primary screen, biochemical, plate reader, single point, HTS; AID 602481, 2012; inhibition, % at 9.99 µM; hit rate 0.096% among 360,000; 7,8-diaminopelargonic acid synthase BioA (Mycobacterium tuberculosis); purified M. tuberculosis BioA enzyme; in the data active = inhibition above about 40%
Numbers without * were called inactive. Some of the compounds tested (hit frequency here may not be typical).

SMILES	Mtb BioA inh
COc1cccc(S(=O)(=O)N(C)C[C@H]2Oc3ncc(C#CCN(C)C)cc3C(=O)N([C@@H](C)CO)C[C@H]2C)c1	-2.5
CCCNC(=O)N1C[C@H](C)[C@@H](OC)CN(C)C(=O)c2ccc(NS(C)(=O)=O)cc2OC[C@@H]1C	-1.5
C[C@H](NC(=O)C[C@@H]1CC[C@@H](NC(=O)C2CCOCC2)[C@@H](CO)O1)c1ccccc1	1.1
CCC(=O)N(C)C[C@H]1Oc2cc(C#C[C@H](C)O)ccc2S(=O)(=O)N([C@H](C)CO)C[C@@H]1C	0.7
Cc1ccc(S(=O)(=O)N(C)C[C@@H]2OCCCC[C@@H](C)Oc3ccc(NS(=O)(=O)c4ccc(F)cc4)cc3C(=O)N([C@H](C)CO)C[C@H]2C)cc1	-2.4
CCCNC(=O)N(C)C[C@H]1Oc2ncc(Br)cc2C(=O)N([C@H](C)CO)C[C@@H]1C	-3.4
C[C@H](CO)N1C[C@H](C)[C@H](CN(C)C(=O)c2cnccn2)Oc2ncc(-c3cccc(F)c3)cc2C1=O	-0.7
CCC(=O)Nc1ccc2c(c1)OC[C@H](C)N(Cc1ccccn1)C[C@@H](C)[C@H](OC)CN(C)C2=O	2.9
O=C(NCC1CC1)[C@@H]1[C@@H](CO)[C@@H]2Cn3c(ccc(-c4cccc(F)c4)c3=O)[C@@H]2N1CC1CC1	12
CC(C)NC(=O)Nc1ccc2c(c1)C(=O)N([C@@H](C)CO)C[C@@H](C)[C@@H](CN(C)C(=O)Nc1ccccc1)O2	-0.9
C[C@@H]1CN([C@H](C)CO)C(=O)c2cccc(NC(=O)C3CCCCC3)c2O[C@H]1CN(C)Cc1ccc(Oc2ccccc2)cc1	-2.9
Cc1noc(C)c1S(=O)(=O)Nc1ccc2c(c1)C(=O)N([C@H](C)CO)C[C@H](C)[C@H](CN(C)Cc1ccc(C(F)(F)F)cc1)O2	1.7
O=C(N[C@H]1CC[C@H](CCNS(=O)(=O)c2cccc(Cl)c2)O[C@@H]1CO)c1ccc(F)cc1	-0.6
CNC(=O)C[C@H]1CC[C@@H]2[C@H](COC[C@@H](O)CN2Cc2ccncc2)O1	-0.1
CN1CCN(C(=O)C2=C[C@H](C3CC3)C[C@H](OCCCCO)O2)CC1	-2.3
C[C@@H]1CN([C@H](C)CO)S(=O)(=O)c2ccc(C#CC3(O)CCCC3)cc2O[C@H]1CN(C)C(=O)Cc1ccccc1	5.8
C[C@H]1CN([C@@H](C)CO)C(=O)c2cccc(NC(=O)c3cnccn3)c2O[C@@H]1CN(C)C(=O)Nc1ccccc1	-0.4
Cc1ccc(S(=O)(=O)N(C)C[C@H]2Oc3c(NS(=O)(=O)c4ccc(F)cc4)cccc3C(=O)N([C@H](C)CO)C[C@@H]2C)cc1	-6.7
O=C(N[C@@H]1C=C[C@H](CC(=O)N2CCOCC2)O[C@H]1CO)c1cccc(F)c1	-0.1
C[C@@H]1CCCCO[C@H](CN(C)S(=O)(=O)c2ccc(F)cc2)[C@@H](C)CN([C@H](C)CO)C(=O)c2cc(NC(=O)Nc3cccc4ccccc34)ccc2O1	-1.2
C[C@H]1CN([C@@H](C)CO)C(=O)c2cccc(NC(=O)c3nc4ccccc4s3)c2O[C@H]1CN(C)Cc1ccncc1	-1.9
CC(C)NC(=O)Nc1cccc2c1O[C@H](CN(C)S(=O)(=O)c1ccc(Cl)cc1)[C@@H](C)CN([C@H](C)CO)C2=O	-1.4
CC(C)NC(=O)N(C)C[C@H]1Oc2cc(C#CC3CC3)ccc2S(=O)(=O)N([C@@H](C)CO)C[C@H]1C	-1.4
CC(C)NC(=O)Nc1cccc2c1O[C@H](CN(C)Cc1ccc(Oc3ccccc3)cc1)[C@H](C)CN([C@@H](C)CO)C2=O	-3.7
C=CC[C@]12N=C(c3ccc(OCCCO)cc3)O[C@H]1c1ccccc1CN(C(=O)c1ccccc1)C2=O	2.2
COc1cccc(S(=O)(=O)N[C@H]2CC[C@@H](CCn3cc(-c4ccccc4OC)nn3)O[C@@H]2CO)c1	5.9
COc1ccc(S(=O)(=O)Nc2cccc3c2O[C@H](CN(C)C(=O)Nc2ccc(C(F)(F)F)cc2)[C@H](C)CN([C@H](C)CO)C3=O)cc1	16
CCNC(=O)[C@@H]1[C@@H](CO)[C@@H]2Cn3c(ccc(-c4cccnc4)c3=O)[C@@H]2N1Cc1ccc2c(c1)OCO2	64*
C[C@H](O)C#Cc1ccc([C@@H]2[C@@H](CO)N3CCCCN(CC4CC4)C[C@@H]23)cc1	2.3
C[C@@H]1CN([C@@H](C)CO)C(=O)c2cc(NS(=O)(=O)c3ccc(Cl)cc3)ccc2O[C@H]1CN(C)S(=O)(=O)c1ccc(Cl)cc1	1.4
CN1C(=O)c2cc(NS(=O)(=O)c3ccc(F)cc3)ccc2OC[C@H]2O[C@H](CC(=O)O)CC[C@H]21	9.0
COc1cccc(C(=O)Nc2ccc3c(c2)C(=O)N(C)[C@H]2CC[C@@H](CC(=O)N[C@H](C)c4ccccc4)O[C@H]2CO3)c1	-0.8
C[C@H](CO)N1C[C@H](C)[C@H](CN(C)S(=O)(=O)c2cn(C)cn2)Oc2ncc(C#Cc3ccc(C(F)(F)F)cc3)cc2C1=O	0.4
O=C(Nc1cc(F)ccc1F)N1C[C@H]2[C@@H](c3ccccc31)[C@H](CO)N2CC1CCCC1	-3.8
COc1cccc(-c2ccc3c(c2)O[C@@H](CN(C)C(=O)C2CCOCC2)[C@H](C)CN([C@@H](C)CO)S3(=O)=O)c1	0.8
C[C@@H]1CN([C@@H](C)CO)C(=O)Cc2cc(NC(=O)Nc3ccccc3)ccc2O[C@@H]1CN(C)S(=O)(=O)c1ccccc1	-0.9
COc1ccc(S(=O)(=O)Nc2ccc3c(c2)C(=O)N([C@H](C)CO)C[C@@H](C)[C@H](CN(C)Cc2ccc(C(F)(F)F)cc2)OCCCC[C@@H](C)O3)cc1	-1.5
C[C@@H]1CN([C@H](C)CO)C(=O)c2cc(C#Cc3ccccc3F)cnc2O[C@@H]1CN(C)C	-1.0
CC=Cc1ccc2n(c1=O)C[C@@H]1[C@@H](CO)[C@H](C(=O)NCC)[C@H]2N1CC1CCOCC1 (mixture of isomers)	-0.7
C[C@H]1CN([C@@H](C)CO)C(=O)c2cc(-c3ccc(F)cc3)cnc2O[C@H]1CN(C)C(=O)C1CCC1	2.4
CC(C)c1cn(CC[C@@H]2CC[C@@H](NS(=O)(=O)c3ccccc3)[C@@H](CO)O2)nn1	-1.6
COc1ccc(CN(C)C[C@H]2Oc3ccc(NS(=O)(=O)c4ccccc4)cc3CC(=O)N([C@@H](C)CO)C[C@H]2C)cc1	2.5
COC(=O)C[C@H]1CC[C@@H](NS(=O)(=O)c2ccc(OC)cc2)[C@H](CO)O1	1.5
CC=Cc1ccc2n(c1=O)C[C@H]1[C@H](CO)[C@@H](C(=O)NC3CCCC3)[C@@H]2N1Cc1ccncc1 (mixture of isomers)	-0.6
O=C(CN1CCOCC1)NCC[C@H]1CC[C@@H](NC(=O)Nc2ccc(F)cc2)[C@@H](CO)O1	-0.1

Continued; it opens with the four that closed the last part.
SMILES	Mtb BioA inh
COc1ccc(CN(C)C[C@H]2Oc3ccc(NS(=O)(=O)c4ccccc4)cc3CC(=O)N([C@@H](C)CO)C[C@H]2C)cc1	2.5
COC(=O)C[C@H]1CC[C@@H](NS(=O)(=O)c2ccc(OC)cc2)[C@H](CO)O1	1.5
CC=Cc1ccc2n(c1=O)C[C@H]1[C@H](CO)[C@@H](C(=O)NC3CCCC3)[C@@H]2N1Cc1ccncc1 (mixture of isomers)	-0.6
O=C(CN1CCOCC1)NCC[C@H]1CC[C@@H](NC(=O)Nc2ccc(F)cc2)[C@@H](CO)O1	-0.1
COc1ccc(-c2ccc3n(c2=O)C[C@@H]2[C@@H](CO)[C@H](C(=O)N(C)C)N(CC4CCOCC4)[C@H]32)cc1	-1.6
C[C@@H]1CN([C@H](C)CO)C(=O)c2cccc(NC(=O)c3nc4ccccc4s3)c2O[C@H]1CN(C)Cc1ccc(C(F)(F)F)cc1	-1.1
CCCNC(=O)N1C[C@H](O)COC[C@@H]2O[C@@H](CC(=O)N[C@H]3CCN(Cc4ccccc4)C3)CC[C@H]21	-1.1
Cc1ccc(S(=O)(=O)Nc2ccc3c(c2)C(=O)N(C)[C@@H]2CC[C@H](CC(=O)O)O[C@@H]2CO3)cc1	-3.8
C/C=C/c1cnc2c(c1)C(=O)N([C@H](C)CO)C[C@H](C)[C@H](CN(C)C(=O)C1CCOCC1)O2	1.1
C[C@H](CO)N1C[C@H](C)[C@H](CN(C)Cc2ccncc2)Oc2c(NC(=O)c3nc4ccccc4s3)cccc2C1=O	5.0
C/C=C/c1cnc2c(c1)C(=O)N([C@H](C)CO)C[C@H](C)[C@@H](CN(C)C(=O)C1CCOCC1)O2	3.7
C[C@H](CO)N1C[C@H](C)[C@H](CN(C)C)Oc2ccc(NC(=O)CCCCCC(=O)Nc3ccccc3N)cc2CC1=O	-4.0
Cc1noc(C)c1S(=O)(=O)Nc1cccc2c1O[C@@H](CN(C)C(=O)Nc1ccc3c(c1)OCO3)[C@@H](C)CN([C@@H](C)CO)C2=O	2.8
C[C@H]1CN([C@@H](C)CO)S(=O)(=O)c2ccc(-c3cncnc3)cc2O[C@H]1CN(C)Cc1ccncc1	-1.0
C[C@@H]1CCCCO[C@H](CN(C)CC2CC2)[C@H](C)CN([C@@H](C)CO)C(=O)c2cc(NS(=O)(=O)c3ccccc3)ccc2O1	1.3
COc1cccc(S(=O)(=O)N[C@@H]2C=C[C@@H](CC(=O)NCc3ccccc3)O[C@H]2CO)c1	0.7
C[C@H]1CN([C@@H](C)CO)C(=O)c2cccc(NS(C)(=O)=O)c2O[C@@H]1CN(C)C(=O)Nc1ccc(F)cc1	-3.4
CO[C@H]1CC[C@@H]2CCOc3ccc(C#N)cc3C(=O)N(C)C[C@H](OC)[C@@H](C)C(=O)N(C)C[C@H]1O2	-0.5
COc1ccc(NC(=O)N(C)C[C@@H]2Oc3ccc(NC(=O)CCC(F)(F)F)cc3CC(=O)N([C@H](C)CO)C[C@H]2C)cc1	0.6

Shown comma-delimited: entries from further up.
smiles,Mtb BioA inh
C[C@H]1CN([C@@H](C)CO)S(=O)(=O)c2ccc(-c3cncnc3)cc2O[C@H]1CN(C)Cc1ccncc1,-1.0
C[C@H](CO)N1C[C@H](C)[C@H](CN(C)C)Oc2ccc(NC(=O)CCCCCC(=O)Nc3ccccc3N)cc2CC1=O,-4.0

The results go on:
SMILES	Mtb BioA inh
COc1ccccc1NC(=O)N(C)C[C@H]1Oc2ncc(C#CCC(C)C)cc2C(=O)N([C@H](C)CO)C[C@H]1C	0.0
COCC#Cc1ccc2c(c1)O[C@H](CN(C)S(=O)(=O)c1ccc(OC)cc1)[C@@H](C)CN([C@H](C)CO)S2(=O)=O	-1.4
COc1ccc(S(=O)(=O)Nc2ccc3c(c2)CC(=O)N([C@@H](C)CO)C[C@@H](C)[C@@H](CN(C)S(=O)(=O)c2ccc(OC)cc2)O3)cc1	-2.7
CO[C@H]1CN(C)C(=O)c2ccc(NC(=O)Nc3ccccc3F)cc2OC[C@@H](C)NC[C@@H]1C	-3.5
O=C(Nc1ccccc1F)N1CCCCN2[C@H](CO)[C@@H](c3ccc(/C=C/c4ccccc4)cc3)[C@@H]2C1	3.0
CCCC#Cc1ccc([C@@H]2[C@H](C#N)N(C(=O)C3CCC3)[C@H]2CO)cc1	1.4
CCCNC(=O)N1C[C@@H]2[C@H](c3ccccc31)[C@H](CO)N2Cc1cccc(OC)c1	-1.0
CCNC(=O)C[C@H]1CC[C@@H]2[C@H](COC[C@@H](O)CN2Cc2ccc(Cl)c(Cl)c2)O1	0.8
O=C(C[C@@H]1CC[C@@H]2[C@H](COC[C@H](O)CN2CC2CCCCC2)O1)NCc1ccc(Cl)cc1	0.3
Cc1noc(C)c1S(=O)(=O)N(C)C[C@H]1OCCCC[C@@H](C)Oc2ccc(NS(C)(=O)=O)cc2C(=O)N([C@H](C)CO)C[C@@H]1C	-5.7
CCC(=O)N1C[C@@H](O)COC[C@H]2O[C@@H](CC(=O)N3CCCCC3)CC[C@@H]21	1.3
Cc1ccc(S(=O)(=O)Nc2ccc3c(c2)C(=O)N([C@H](C)CO)C[C@@H](C)[C@@H](CN(C)C(=O)c2ccccc2)OCCCC[C@H](C)O3)cc1	0.2
COc1ccc(NC(=O)N[C@@H]2CC[C@H](CCNC(=O)Nc3cc(F)ccc3F)O[C@H]2CO)cc1	0.2
O=C(Cc1cccnc1)N1CCCCN2[C@H](CO)[C@H](c3ccc(C#CC4(O)CCCC4)cc3)[C@H]2C1	-1.1
COc1ccc(NC(=O)N(C)C[C@H]2OCCCC[C@H](C)Oc3ccc(NC(=O)Nc4ccccc4)cc3C(=O)N([C@H](C)CO)C[C@@H]2C)cc1	21
O=C(C[C@H]1C[C@H]2c3cc(NC(=O)C4CCOCC4)ccc3O[C@H]2[C@H](CO)O1)NCc1ccccn1	0.2
CC(C)(C)[S@@](=O)N1Cc2cc(C(=O)NCC(F)(F)F)nc(-c3cccc(-c4cccc(F)c4)c3)c2[C@H]1CCO	-1.9
O=C(NCC[C@@H]1CC[C@H](NC(=O)C2CCCC2)[C@@H](CO)O1)c1cc(Cl)cc(Cl)c1	-1.0
CN(C[C@@H]1N[C@@H](CO)[C@@H]1c1ccc(C2=CCCC2)cc1)S(C)(=O)=O	-0.5
C[C@H]1CN([C@@H](C)CO)C(=O)c2c(c3ccccc3n2C)-c2ccccc2CO[C@@H]1CN(C)C(=O)NC1CCCCC1	-0.2

Some of the entries above, set out differently:
| SMILES | Mtb BioA inh |
| --- | --- |
| CCC(=O)N1C[C@@H](O)COC[C@H]2O[C@@H](CC(=O)N3CCCCC3)CC[C@@H]21 | 1.3 |
| COC(=O)C[C@H]1CC[C@@H](NS(=O)(=O)c2ccc(OC)cc2)[C@H](CO)O1 | 1.5 |
| C[C@@H]1CCCCO[C@H](CN(C)S(=O)(=O)c2ccc(F)cc2)[C@@H](C)CN([C@H](C)CO)C(=O)c2cc(NC(=O)Nc3cccc4ccccc34)ccc2O1 | -1.2 |
| C[C@@H]1CN([C@H](C)CO)S(=O)(=O)c2ccc(C#CC3(O)CCCC3)cc2O[C@H]1CN(C)C(=O)Cc1ccccc1 | 5.8 |
